KCNH2 WT inh: KCNH2 (human, wildtype) channel inhibition; activity change, % at 1.84 µM; 340,000 compounds, 0.37% hits; U2OS, BacMam KCNH2, thallium flux FluxOr; active compounds read low; Q12809; AID 720551;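 active = maximum activity change below -70%; inconclusive = maximum activity change between -70% and -50%; inactive = maximum activity change above -50%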; also: % is scaled to controls: 0 for no effect and ±100 for the full control effect
Target sequence (Q12809 whole entry, looked up): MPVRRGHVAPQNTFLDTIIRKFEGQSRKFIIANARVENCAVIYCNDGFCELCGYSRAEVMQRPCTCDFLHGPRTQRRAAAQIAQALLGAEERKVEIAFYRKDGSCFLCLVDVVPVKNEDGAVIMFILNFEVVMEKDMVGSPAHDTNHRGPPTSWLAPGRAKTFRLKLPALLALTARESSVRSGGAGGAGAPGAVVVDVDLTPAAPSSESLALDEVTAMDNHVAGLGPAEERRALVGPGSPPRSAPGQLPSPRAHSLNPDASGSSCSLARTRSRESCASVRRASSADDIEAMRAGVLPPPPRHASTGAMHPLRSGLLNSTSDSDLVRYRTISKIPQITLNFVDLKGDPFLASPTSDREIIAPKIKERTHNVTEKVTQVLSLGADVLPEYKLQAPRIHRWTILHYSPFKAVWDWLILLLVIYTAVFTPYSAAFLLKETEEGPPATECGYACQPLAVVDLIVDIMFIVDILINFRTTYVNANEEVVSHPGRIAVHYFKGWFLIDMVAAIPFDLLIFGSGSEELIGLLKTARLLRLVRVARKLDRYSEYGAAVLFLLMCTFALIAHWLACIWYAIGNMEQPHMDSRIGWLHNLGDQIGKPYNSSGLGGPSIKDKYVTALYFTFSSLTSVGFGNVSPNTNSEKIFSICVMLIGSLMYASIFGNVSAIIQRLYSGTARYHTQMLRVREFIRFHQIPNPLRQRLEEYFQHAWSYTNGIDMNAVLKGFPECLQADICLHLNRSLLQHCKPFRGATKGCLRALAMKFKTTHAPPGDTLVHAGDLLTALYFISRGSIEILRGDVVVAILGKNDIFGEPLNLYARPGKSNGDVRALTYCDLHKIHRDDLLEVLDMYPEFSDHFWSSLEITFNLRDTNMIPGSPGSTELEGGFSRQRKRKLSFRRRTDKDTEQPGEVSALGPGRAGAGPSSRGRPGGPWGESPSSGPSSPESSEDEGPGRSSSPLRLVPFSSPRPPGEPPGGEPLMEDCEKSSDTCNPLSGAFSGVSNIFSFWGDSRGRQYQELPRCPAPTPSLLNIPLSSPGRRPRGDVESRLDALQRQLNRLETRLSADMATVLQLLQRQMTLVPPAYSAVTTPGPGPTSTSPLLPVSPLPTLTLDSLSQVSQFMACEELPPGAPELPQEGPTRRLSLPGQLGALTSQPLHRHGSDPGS
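U2OS cells were transduced with wild-type KCNH2 virus (2.03 x 10^8 / mL) for 4 h at room temperature, then cultured overnight at 37 C. Thallium flux was read with FluxOr dye. Rate constants were normalized to DMSO controls.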
KCNH2 3.1 block: blocks the human KCNH2 3.1 channel isoform. AID 720553. 340,000 compounds, 0.95% hits. U2OS KCNH2 3.1, thallium flux FluxOr; active compounds read low. activity change, % (tested at about 1.8 µM);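 active = maximum activity change below -70%; inconclusive = maximum activity change from -70% to -50%; inactive = maximum activity change above -50%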;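 also: thallium influx rate constant from kinetic fluorescence after stimulation buffer; % is scaled to controls: 0 for no effect and ±100 for the full control effect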
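Virally transduced U2OS (3.1 isoform, 4 h infection in dark at RT) → overnight 37 C → FluxOr + Red40 in HBSS/HEPES, 45 min → stimulation buffer, 2 min kinetic read → rate constant vs DMSO controls.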
TCR act: activates T cell receptor signaling | 330,000 tested, under 10 active | Potency, µM (highest dose often 9.22 µM), without a hit: at the highest dose activation of IL-2 secretion, actives largely listed as activators | primary human leukocytes, anti-CD3, IL-2 HTRF, 48 h | AID 504894; also: % of control where 0% means no effect
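Primary human leukocytes incubated 48 hr with anti-CD3 beads plus compound, without co-stimulation. Secreted IL-2 measured by HTRF (europium cryptate/d2 anti-IL-2 pair, 320 nm excitation, 665 nm emission).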
TRPV1 ag: agonists of human vanilloid receptor 1 (TRPV1). Q8NER1. TRPV1-expressing cells, Fluo-8 calcium influx, agonist mode. activation, % at 8.33 µM. 320,000 compounds, 0.19% hits. AID 540275; in the data active = activation above about 80%; inconclusive = between about 30% and that limit; also: 0% is about no effect
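TRPV1-expressing cells were cultured overnight at 35.5C and loaded with Fluo-8 calcium dye for 40 to 90 min at room temperature. After a 10 s baseline, compound was added and calcium influx was read kinetically for 3 min (ex 480/em 520 nm).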
Eya2 inh: blocks the phosphatase activity of human Eya2 | O00167 | recombinant Eya2, OMFP fluorescence dephosphorylation (OMFP is methylfluorescein phosphate) | Potency, µM (highest dose often 76.9 µM), for inactives: at the highest dose activity, negative = inhibition, actives largely listed as inhibitors | 330,000 compounds, 0.006% hits | AID 488837; also: potency is read from the fitted curve at half-maximal effect; % is scaled to controls: 0 for no effect and ±100 for the full control effect
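Eya2 (0.2 uM) preincubated 10 min at ambient with compound, then OMFP substrate added at 50 uM; 10 min reaction in 50 mM HEPES pH 7.5, 50 mM NaCl, 5 uM MgCl2, 0.05% BSA, 1 mM DTT. Fluorescence read at Ex 485/Em 525 nm.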
ELG1 DNA repair: blocks ELG1-dependent DNA repair in HEK293T cells | HEK293T ELG1-luciferase reporter, luminescence, 16 h; DNA damage induced by 5-fluorouridine | Potency, µM (top dose mostly 46.1 µM), for the others: at the highest dose activity change, negative = inhibition, actives largely listed as inhibitors | 330,000 compounds, 2.3% hits; also: potency is read from the fitted curve at half-maximal effect; % is scaled to controls: 0 for no effect and ±100 for the full control effect; nearly all actives have a fitted effect of over 55% in size
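Step one: seed 2,000 cells per well. Step two: pin-transfer compound or DMSO alongside 5-fluorouridine. Step three: incubate 16 hr, 37 °C, 5% CO2. Step four: add ONE-Glo, wait 30 min, read luminescence.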
USP2a block: inhibitors of human ubiquitin-specific protease USP2a | USP2 core, Ub-CHOP2 coupled fluorogenic reporter, 485/531 | Potency, µM (doses to about 38.3 µM), for the others: top-dose activity change, negative = inhibition, most hits filed as inhibitors | 330,000 compounds, 0.01% hits | AID 463254;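 also: potency is read from the fitted curve at half-maximal effect; plate controls were DMSO wells for no effect and full inhibition by NEM control for full effect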
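Cell-free coupled assay: 10nM USP2 core preincubated 30min RT with compound in Tris-HCl pH 8.0/CaCl2/CHAPS buffer, then 25nM Ub-CHOP2 and 25nM reporter substrate; fluorescence (Ex 485/Em 531) read after 60min RT, normalized to NEM inhibition, concentration-response curves fitted.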
A-T KAP1 phos: potential ataxia-telangiectasia treatment; […] A-T fibroblasts, KAP-1 phosphorylation AlphaLISA; neocarzinostatin DNA damage 30 min before lysis; Potency, µM (titrated, usually from 57.5 µM), for inactives: at the highest dose activation, hits mostly activators; 320,000 compounds, 0.19% hits; also: potency is read from the fitted curve at half-maximal effect; % of control where 0% means no effect; nearly all actives have a fitted effect of over 45% in size
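ATM-like activity read as KAP-1 phosphorylation via AlphaLISA donor/acceptor antibody pairs after lysis and 6 hr at 25C. Cells were ATM-null patient fibroblasts ([…], hTERT), dosed 60 min, then exposed to the DSB inducer NCS for 30 min.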
TSHR antag: blocks TSH signaling through the human TSH receptor. AID 504810. activity change, negative = inhibition, % at 11.5 µM. TSHR-expressing cells, TSH-stimulated cAMP HTRF, 2 h; active compounds read low. 330,000 compounds, 0.2% hits;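 active = activity change below a set negative limit, meaning inhibition stronger than a set level, cut at about -70% in these data; inconclusive = activity change between two set negative limits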; also: % is scaled to controls: 0 for no effect and ±100 for the full control effect
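TSHR-expressing cells, 200/well, pre-treated with compound, then stimulated with EC80 TSH (4nM final) for 2 hours at 37 deg C. cAMP measured by competitive HTRF: anti-cAMP cryptate antibody in lysis buffer plus cAMP-d2, read after 30 minutes at room temperature.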
Mito fusion yeast: blocks mitochondrial division or promotes mitochondrial fusion. S. cerevisiae fusion-defective mutant growth rescue, CellTiterGlo 48 h. Potency, µM (doses to about 46.1 µM), for the others: at the top dose growth rescue (activation), usual class: activators. 320,000 compounds, 0.23% hits. AID 485298;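 also: potency is read from the fitted curve at half-maximal effect; % of control where 0% means no effect; nearly all actives have a fitted effect of over 45% in size; temperature-sensitive fusion mutants such as fzo1-1 at 37 °C on non-fermentable ethanol glycerol medium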
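Compounds are tested for their ability to restore growth of mitochondrial fusion-defective yeast strains at non-permissive 37C in YPEG medium over 48 hours. Viability is quantified by luciferase luminescence.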
* = called active by the depositor; ? = inconclusive; nt = not tested or not shown; [ ] = remark or other dose. Unless noted, calls follow the shape of the dose curve; as a rule, active = well fitted curve in the direction sought with a large enough effect; inconclusive = small, poorly fitted or top-dose-only effect, or another doubt; inactive = no such curve, though single readings can be large; an effect the other way counts as inactive or inconclusive. Only part of the results is shown; the hit share may differ from the screen's.

The line under a structure holds: TSHR antag	KCNH2 3.1 block	A-T KAP1 phos	TRPV1 ag	KCNH2 WT inh	TCR act	Eya2 inh	Mito fusion yeast	ELG1 DNA repair	USP2a block
- CC(=O)N1CCN(Cc2nc3cc(NC(=O)NC4CCCCC4)ccc3n2C)CC1
 : -0.7	0.6	-0.7%	-5.5	4.2	-11.0%	-9.9%	-7.4%	?	5.9%
- CC1CCCCC1NC(=O)Cn1c(CN2CCCCC2)nc2ccccc2c1=O (stereo not drawn)
 : 1.5	-2.7	-3.8%	?	-3.9	-1.3%	24.8%	-4.8%	0.1%	-1.5%
- COC(=O)c1sccc1NC(=O)c1cc2c(s1)CCCC2
 : -19.7	11.8	29.7%	-4.3	-4.2	-1.8%	5.9%	-0.8%	?	-0.8%
- CN(C)CC1CCCCC1OC(=O)/C=C/c1ccc(Cl)cc1Cl (stereo not drawn)
 : 5.1	6.1	-1.8%	2.9	23.3	nt	?	1.9%	3.0%	-2.1%
- Cc1cccc(C)c1NC(=O)/C(C#N)=C/c1ccsc1
 : -3.6	0.5	2.5%	-0.5	1.2	0.9%[46.1 µM]	13.4%	0.8%	11.2%	-0.4%
- CC1(C)C(=O)Nc2ccccc2N1C(=O)Cn1ncc(Cl)c(Cl)c1=O
 : -25.8	-18.5	-14.4%	nt	-9.6	1.0%	0.8%	-3.2%	?	-1.8%
- O=C(C1CC(=O)N(c2ccc(F)cc2)C1)N1CCC(c2nc3ccccc3[nH]2)CC1 (stereo not drawn)
 : -5.0	-44.9	6.4%	7.1	-12.0	3.3%	7.9%	2.5%	-0.2%	0.2%
- COc1ccc(/C(=N/O)C(C)(C)NO)cc1
 : -5.4	6.3	nt	-3.0	5.1	6.5%	3.1%	-1.5%	-1.2%	-4.4%
- CN1CCN(c2ccc(S(=O)(=O)N3CCCCC3)cc2NC(=O)c2ccc(C#N)cc2)CC1
 : 5.9	-6.6	4.2%	-0.5	-8.8	4.0%[46.1 µM]	0.4%	-1.6%	-3.8%	-1.0%
- Brc1ccc(CSc2ccc(-c3ccco3)nn2)cc1
 : -10.5	-1.7	5.0%	10.4	-13.1	-0.9%	-1.2%	-0.2%	?	1.3%
- COc1cccc(N2CCN(c3nc(C)cc(C)c3C#N)CC2)c1
 : -1.4	0.4	6.0%	?	-13.5	-0.3%	-0.5%	4.7%	?	-2.2%
- O=C1OCCC1Sc1nc2ccccc2[nH]1 (stereo not drawn)
 : -7.3	-9.1	-0.1%	-1.3	-0.8	nt	-9.2%	0.5%	-0.8%	-0.9%
- CCOC(=O)N1CCN(c2c(N3CCN(c4cccc(C(F)(F)F)c4)CC3)c(=O)c2=O)CC1
 : -0.6	6.6	0.5%	0.6	54.6	3.5%	-13.5%	4.8%	8.1%	0.0%
- Clc1ccc(-c2cnn3c(-c4ccncc4)ccnc23)cc1
 : -4.8	9.6	1.2%	0.7	22.2	2.9%	-0.8%	-5.8%	?	5.6%
- Cn1c(NC(=O)c2ccccc2NC(=O)C(C)(C)C)nc2ccccc21
 : 13.9	-26.4	14.1%	7.9	-8.4	8.7%	-9.9%	?	?	-1.6%
- Cc1ccccc1OCCC(=O)NNC(=O)c1ccccc1F
 : 9.6	-8.8	-2.5%	nt	-19.0	nt	4.0%	nt	7.1%	4.0%
- O=C(Cc1c(F)cccc1Cl)Nc1ccccc1C(=O)N1CCOCC1
 : 1.9	-8.2	5.8%	2.3	2.5	-0.4%	10.6%	0.6%	-1.9%	-1.5%
- CCCCC(=O)Nc1ccc(N2CCN(C(=O)c3ccco3)CC2)cc1
 : 9.6	nt	6.2%	1.0	-3.4	2.7%	1.4%	0.9%	?	1.2%
- Cc1ccccc1CN1C(=O)C(C)S/C1=N/N=C/c1ccco1 (stereo not drawn)
 : 5.9	4.5	8.0%	?	-0.5	-2.0%	-3.3%	4.9%	?	-2.8%
- O=C(Nc1ccc2c(c1)OCO2)c1cc(Cl)ccn1
 : -3.4	0.5	2.0%	?	4.5	0.5%	-4.0%	3.4%	?	1.8%
- Cn1c(=O)oc2cc(S(=O)(=O)Nc3cccc(F)c3)ccc21
 : -0.3	10.1	3.0%	-1.2	-1.1	10.2%[46.1 µM]	-8.3%	5.1%	15.8%	0.7%
- O=C(NCCc1ccccc1)c1cccnc1
 : -7.4	7.7	1.8%	12.2	1.5	0.4%	-9.5%	2.4%	?	1.2%
- CCOc1cc(C(=O)Nc2cc(C)ccc2OC)ccc1OCC(=O)N1CCCCC1
 : -4.6	-0.2	-6.5%	1.6	3.2	0.9%[46.1 µM]	7.0%	0.0%	-7.0%	1.6%
- COc1ccc(N2C(=O)CC(n3cnc4ccccc43)C2=O)cc1 (stereo not drawn)
 : 4.3	-7.9	nt	1.7	-12.6	-7.1%	-10.4%	-0.9%	12.4%	3.1%
- COc1cccc(S(=O)(=O)Nc2cccc(C(=O)N3CCOCC3)c2)c1
 : -11.3	43.3	nt	2.9	-4.5	-3.0%[46.1 µM]	-0.5%	-0.3%	5.9%	-1.3%
- CC(C)(C)C(=O)C[n+]1ccccc1
 : -3.9	-2.3	0.6%	1.6	-0.1	-1.4%	?	0.8%	-5.0%	2.5%
- COc1cccc(N2C(=O)CC(N3CCN(CCN=CC4=C(O)CC(C)(C)CC4=O)CC3)C2=O)c1 (stereo not drawn)
 : 5.3	-1.9	-0.8%	-7.9	-6.6	nt	-2.4%	-11.7%	3.7%	-0.2%
- CCN1C(=O)[C@H]2[C@@H](c3ccccc3)N3C(=O)N(c4cccc(F)c4)C(=O)[C@@]3(CC(C)C)[C@H]2C1=O
 : 4.5	-0.8	-10.2%	-4.0	-4.5	-5.8%	-11.1%	3.4%	10.1%	1.8%
- CC(c1ccon1)N(C)Cc1cn(Cc2ccccc2)nc1-c1ccc2c(c1)OCO2 (stereo not drawn)
 : 34.6	3.6	10.3%	-1.6	10.1	nt	-3.7%	2.6%	?	-3.1%
- COc1nc(Nc2ccc(OC)c(Cl)c2)nc(OC)n1
 : -15.6	-0.9	-5.2%	-2.9	14.0	-4.7%	12.3%	-4.1%	14.6%	2.6%
- O=C(NC(=S)Nc1ccccc1N1CCCCC1)c1ccco1
 : -10.6	-2.0	6.6%	25.6	-1.0	1.9%[46.1 µM]	-4.7%	3.1%	?	1.3%
- O=C(NC(=S)/C(=C1\CCCCCN1)[N+](=O)[O-])c1ccccc1
 : nt	-7.2	6.6%	nt	-2.3	-0.2%	2.2%	nt	?	6.4%
- O=C(COc1ccccc1)NCC(=O)N/N=C/c1cccs1
 : -2.0	5.0	1.2%	3.2	4.0	-1.4%	9.0%	-2.3%	19.3%	-3.1%
- O=C(Cc1c(F)cccc1Cl)Nc1cc(S(=O)(=O)N2CCOCC2)ccc1N1CCOCC1
 : -1.1	8.5	-3.4%	21.3	6.4	-5.5%	19.7%	17.3%	-2.9%	0.6%
- COc1ccc(N2C(=O)C3C4C=CC(CC4)C3C2=O)c([N+](=O)[O-])c1 (stereo not drawn)
 : 7.7	4.4	-4.1%	5.2	12.9	nt	4.0%	2.5%	9.3%	1.7%
- CCC(c1nnnn1Cc1ccc(F)cc1)N1CCN(C2CCCCC2)CC1 (stereo not drawn)
 : -2.0	-13.0	-2.3%	1.9	-5.0	-2.0%	2.9%	-10.5%	-5.8%	-0.7%
- CC(C)(C)CN1CCNC(=O)C1CC(=O)N1CCOc2ccccc2C1 (stereo not drawn)
 : 5.5	-11.4	5.8%	1.2	1.3	1.6%	6.2%	5.3%	2.4%	2.7%
- O=C(CC1SC2=NCCN2C1=O)Nc1ccc(Cl)cc1 (stereo not drawn)
 : -0.2	-4.1	7.3%	1.5	7.5	12.2%	-12.4%	-2.2%	10.7%	3.2%
- CCCC(=O)Nc1cccc(-c2nc3ccccc3o2)c1
 : 1.3	1.3	3.1%	?	1.9	-3.1%	-25.1%	11.0%	-7.8%	1.3%
- O=S(=O)(Nc1ccc(O)cc1)c1cccc2cccnc12
 : 18.3	3.2	12.5%	nt	11.3	3.0%	3.7%	4.5%	-4.7%	4.1%
- Nc1nc2cc3ccccc3cc2[nH]c1=O
 : 12.5	23.3	26.7%	-7.7	-0.4	nt	-7.7%	3.0%	6.5%	3.6%
- CCN1CCN(C(=O)c2cc(S(=O)(=O)N3CCCCC3)ccc2Cl)CC1
 : -2.6	-4.8	2.3%	4.0	-7.5	-7.7%	-0.2%	0.4%	1.3%	0.4%
